DSG3 Ab inh – inhibitors of pemphigus antibody binding to DSG3, primary screen, biochemical, bead-based, flow cytometry, scFv-GFP; Desmoglein-3 (Homo sapiens), P32926; DSG3-coupled beads, scFv-anti-DSG3-GFP binding; stronger effect = lower value; binding (percent of control), % at 10 µM; actives 0.48% (n = 310,000);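 active means binding more than 3 SD below its plate's average and above zero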;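 further: hits lower antibody fragment binding to DSG3; some compounds called inactive have numbers as strong as hits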
Target sequence (P32926 whole entry, looked up, the tested form may be a part): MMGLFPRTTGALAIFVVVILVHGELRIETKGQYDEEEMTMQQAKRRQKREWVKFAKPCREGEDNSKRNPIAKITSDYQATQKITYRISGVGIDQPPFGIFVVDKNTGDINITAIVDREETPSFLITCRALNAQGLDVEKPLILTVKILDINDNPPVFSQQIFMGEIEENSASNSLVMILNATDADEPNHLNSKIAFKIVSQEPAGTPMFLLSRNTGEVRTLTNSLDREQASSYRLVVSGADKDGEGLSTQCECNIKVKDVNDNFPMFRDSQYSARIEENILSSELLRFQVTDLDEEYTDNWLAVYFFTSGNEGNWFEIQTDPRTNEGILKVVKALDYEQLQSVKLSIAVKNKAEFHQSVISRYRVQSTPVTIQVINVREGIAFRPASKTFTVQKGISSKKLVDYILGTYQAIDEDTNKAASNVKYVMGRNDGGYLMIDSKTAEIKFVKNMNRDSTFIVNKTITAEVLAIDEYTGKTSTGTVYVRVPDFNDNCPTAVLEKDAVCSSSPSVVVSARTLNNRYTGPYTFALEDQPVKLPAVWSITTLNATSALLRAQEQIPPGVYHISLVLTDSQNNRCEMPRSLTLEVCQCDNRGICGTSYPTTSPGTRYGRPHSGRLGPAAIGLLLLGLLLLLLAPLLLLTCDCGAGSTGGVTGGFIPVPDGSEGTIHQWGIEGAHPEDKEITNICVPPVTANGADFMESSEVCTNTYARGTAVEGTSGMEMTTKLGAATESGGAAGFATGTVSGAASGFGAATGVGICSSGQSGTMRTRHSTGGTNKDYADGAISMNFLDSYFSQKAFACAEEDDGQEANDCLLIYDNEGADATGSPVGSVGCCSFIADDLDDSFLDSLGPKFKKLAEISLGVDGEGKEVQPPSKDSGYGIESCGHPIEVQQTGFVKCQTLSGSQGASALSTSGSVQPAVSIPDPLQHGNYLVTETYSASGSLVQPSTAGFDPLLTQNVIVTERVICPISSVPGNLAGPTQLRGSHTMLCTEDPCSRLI
PKA-R1A act – activators of PKA-R1A holoenzyme, primary screen, biochemical, fluorescence polarization, Cy5-IP20, bovine R1A, mouse PKAc; cAMP-dependent protein kinase type I-alpha regulatory subunit (Bos taurus) + …; PKA-R1A dissociation; scaled: DMSO 0%, 113 µM cGMP 100%; activation, % at 11.4 µM; actives 0.083% (n = 340,000); AID 504707, 2011;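 active means percent activation above the mean of all tested compounds plus 3 SD, cut at about 19% in these data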;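 further: higher means more PKAc released from R1A so a rise in polarization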
phage Ecoli inh – growth loss of phage-infected E. coli, primary screen, RecBCD inhibitor project, absorbance, with phage, HTS | actives 0.26% (n = 360,000) | inhibition, % at 11.9 µM; in the data active means inhibition above about 11%
Starred values were filed as active, the others as inactive; · = no result given.

SMILES	DSG3 Ab inh	PKA-R1A act	phage Ecoli inh
COc1ccc(NC(=S)N(CCc2ccncc2)C(C)C)cc1Cl	101.5	-4.9	2.7
CC1=C(C(=O)N(C(C)C)C(C)C)CC(CC(=O)NC2CCCC2)C(=O)N1Cc1ccccc1 (stereo unspecified)	106.6	-18.1	1.3
CC(=O)Nc1ccc(NC(=O)CSc2nnc(NC(=O)c3ccccc3F)s2)cc1	102.7	2.2	4.0
CCC(c1ccccc1)c1noc(CCN(CC)CC)n1 (stereo unspecified)	104.4	2.2	1.9
O=C(C[C@H]1C(=O)N(Cc2cccnc2)C[C@@H]1Cc1ccccc1)Nc1ccccc1	109.4	-9.5	4.8
COCc1c(C(=O)Nc2nnc(C3CC3)s2)oc2ccccc12	103.8	2.5	1.6
CSc1ccccc1C(=O)N1CCc2ccc(NC(=O)c3ccccn3)cc2C1	97.9	2.9	2.5
COc1ccc([C@H]2N[C@]3(CCCN(Cc4ccccc4)C3=O)[C@H]3C(=O)N(Cc4ccccc4)C(=O)[C@@H]23)cc1	110.9	-16.4	2.5
CCCn1c(=S)[nH]c2cc(C(=O)NCc3ccccc3OC)ccc2c1=O	102.0	1.1	4.5
Nc1cccc(OCCCCCOc2cccc(N)c2)c1	106.3	-2.3	0.3
CSc1nnc2sc3cc(C)ccc3n12	107.3	6.5	-0.8
CC(C)CC1C(=O)N(Cc2cn(Cc3ccco3)nn2)CCS(=O)(=O)N1Cc1ccc(-c2cccc(N(C)C)c2)cc1 (stereo unspecified)	102.0	6.9	-2.0
COc1ccc(Cl)cc1C(=O)NNC(=O)CCNC(=O)c1ccccc1	101.4	-13.2	1.2
CC1=C(C(=O)N(C)C)CC(CC(=O)NCCN2CCOCC2)C(=O)N1Cc1ccc(F)cc1 (stereo unspecified)	103.3	5.9	4.1
CCN(CC)C(=O)C1=C(C)N(Cc2ccc(OC)cc2)C(=O)C(CC(=O)NCC2CCCCC2)C1 (stereo unspecified)	101.9	9.9	5.1
Cc1ccccc1S(=O)(=O)N(C)C[C@@H]1OCc2cn(nn2)CCCC(=O)N([C@H](C)CO)C[C@H]1C	110.7	-14.3	2.9
CCN(CC)C(=O)Cn1cc(SCC(=O)NC2CCCCC2)c2ccccc21	109.2	1.5	-3.2
COc1cc2c(cc1NC(=O)c1ccccc1-c1ccccc1C(=O)O)-c1ccccc1C2	102.2	2.7	3.6
CC(=O)c1ccc2cc3c(cc2c1)OCO3	101.0	7.8	3.3
O=C(COC(=O)c1cc(S(=O)(=O)N2CCCCC2)ccc1N1CCOCC1)c1ccccc1Cl	97.2	-4.1	7.9

3 compounds from above, limited to PKA-R1A act and phage Ecoli inh:
| structure | PKA-R1A act | phage Ecoli inh |
| --- | --- | --- |
| CC(C)CC1C(=O)N(Cc2cn(Cc3ccco3)nn2)CCS(=O)(=O)N1Cc1ccc(-c2cccc(N(C)C)c2)cc1 (stereo unspecified) | 6.9 | -2.0 |
| COc1ccc([C@H]2N[C@]3(CCCN(Cc4ccccc4)C3=O)[C@H]3C(=O)N(Cc4ccccc4)C(=O)[C@@H]23)cc1 | -16.4 | 2.5 |
| O=C(COC(=O)c1cc(S(=O)(=O)N2CCCCC2)ccc1N1CCOCC1)c1ccccc1Cl | -4.1 | 7.9 |

The listing picks up; the 3 compounds before the break are reprinted first.
SMILES	DSG3 Ab inh	PKA-R1A act	phage Ecoli inh
COc1cc2c(cc1NC(=O)c1ccccc1-c1ccccc1C(=O)O)-c1ccccc1C2	102.2	2.7	3.6
CC(=O)c1ccc2cc3c(cc2c1)OCO3	101.0	7.8	3.3
O=C(COC(=O)c1cc(S(=O)(=O)N2CCCCC2)ccc1N1CCOCC1)c1ccccc1Cl	97.2	-4.1	7.9
Cc1ccc(Cc2c(-c3ccc(C)cc3)nc3ccc(Br)cn23)cc1	111.0	6.8	2.1
COC(=O)c1c(C)[nH]c(C(=O)OC(C)C(=O)NC2CCCCC2C)c1C (stereo unspecified)	102.9	-6.9	-0.2
O=[N+]([O-])c1ccc(-c2csc(COc3ccccc3)n2)cc1	104.0	-3.7	4.9
COc1ccc(S(=O)(=O)N2CCOCC2)cc1NC(=O)CCCOc1ccc(C(C)=O)cc1	103.7	-4.1	0.7
Nc1c(C(=O)Nc2ccc(Br)cc2)sc2nc(N3CCOCC3)c3c(c12)CCCC3	101.6	3.3	1.4
Cc1n[nH]c(=O)n(N=Cc2c[nH]c3ccccc23)c1=O	107.1	8.0	-0.2
COc1ccc(COC(=O)CCCN=C2NS(=O)(=O)c3ccccc32)cc1F	101.8	0.2	2.4
O=C(Nc1ccnn1C1CCN(Cc2ccc(CO)o2)CC1)c1cccc(F)c1	101.2	1.6	0.6
CC1CCCC(NC(=O)COC(=O)c2ccccc2C(=O)N(C)C2CCCCC2)C1C (stereo unspecified)	98.5	4.2	3.8
CN(C)c1ccc(Sc2ccc3nc(N)nc(N)c3c2)cc1	102.2	6.2	98.5*
C=Cn1cc(CNC[C@H]2O[C@@H](n3cc(C)c(=O)[nH]c3=O)C[C@@H]2O)c(C)n1	97.7	-3.4	5.1
COc1ccc(NC(=O)CNc2ccc(OC)c(S(=O)(=O)N3CCOCC3)c2)cc1	99.6	-0.2	-2.0
O=C(CCC1CCN(Cc2nccs2)CC1)Nc1ccccc1	105.4	8.6	1.6
O=[N+]([O-])c1cccc(S(=O)(=O)Nc2ccccn2)c1	93.5	-1.7	-0.3
CCc1ccc(CNC(=O)C2CCN(S(=O)(=O)N3CCCCC3)CC2)cc1	107.1	1.4	4.2
COc1ccc(-c2ccc(CN3C(C(C)C)C(=O)N(Cc4cn(CCC5OCCCO5)nn4)CCS3(=O)=O)cc2)cc1OC (stereo unspecified)	106.0	-3.2	4.8
O=C(COC(=O)c1cccc(OC(F)F)c1)Nc1cc(S(=O)(=O)N2CCCC2)ccc1Cl	106.8	-4.5	4.3
COC(=O)c1cccc(NC(=O)CCN2C(=O)NC(C)(C)C2=O)c1	98.6	9.3	2.9
Cc1cn([C@H]2C[C@H](O)[C@@H](CNCc3cccn3-c3ccncc3)O2)c(=O)[nH]c1=O	102.3	-5.4	3.4
O=C(N/C(=C/c1ccc(F)cc1)C(=O)N1CCOCC1)c1ccco1	103.7	5.8	3.1

Entries of single compounds from above. Order of values: DSG3 Ab inh	PKA-R1A act	phage Ecoli inh
CCc1ccc(CNC(=O)C2CCN(S(=O)(=O)N3CCCCC3)CC2)cc1 across the screens: 107.1	1.4	4.2
COc1ccc(S(=O)(=O)N2CCOCC2)cc1NC(=O)CCCOc1ccc(C(C)=O)cc1 across the screens: 103.7	-4.1	0.7

Next part:
SMILES	DSG3 Ab inh	PKA-R1A act	phage Ecoli inh
COc1ccc([C@H]2C[C@@H](n3cc(COC(=O)c4ccccc4)nn3)[C@H](O)CN2C(=O)C2CCCCC2)cc1	100.0	16.1	-0.7
COc1ccc(S(=O)(=O)N(C)[C@H]2C[C@H]3c4cc(-c5ccccc5)ccc4CCN3C(=O)[C@H]2[C@H](C)O)cc1	98.9	-2.2	0.7
COc1ccc(-n2nc3c(c2NC(=O)COc2ccccc2OC)CS(=O)(=O)C3)cc1	103.0	-3.0	2.1
CC(C)(C)OC(=O)N1CCN(C(=O)c2ncn3c2c(=O)[nH]c2ccccc23)CC1	107.3	8.2	2.3
COc1ccc2oc(=O)cc(CN3CCN(Cc4ccccc4)CC3)c2c1	105.8	-2.3	0.0
COc1cccc(S(=O)(=O)N(C)C[C@@H]2OCc3cnnn3CCCC(=O)N([C@@H](C)CO)C[C@@H]2C)c1	101.2	1.4	3.6
CCc1ccc(N2CC(C(=O)Nc3ccc(OC)c(S(=O)(=O)N4CCOCC4)c3)CC2=O)cc1 (stereo unspecified)	101.1	-3.4	3.7
N#CCC(C(=O)c1cccnc1)c1ccccc1 (stereo unspecified)	98.0	14.0	3.3
CC(Sc1nc(N)cc(=O)[nH]1)C(=O)Nc1ccc(N2CCOCC2)cc1 (stereo unspecified)	96.2	1.6	3.4
CC1(C)CC(=O)C=C(c2ccccc2CO)C1=O	100.6	-6.0	-1.0
C[C@H]1CN([C@@H](C)CO)C(=O)CCCn2cc(nn2)CO[C@@H]1CN(C)C(=O)Nc1ccc2c(c1)OCCO2	99.0	-0.6	2.4
O=C(NCC(c1ccco1)N1CCCC1)c1cccc(S(=O)(=O)N2CCc3ccccc32)c1 (stereo unspecified)	111.9	7.4	1.1
CNC(=O)c1ccc(NC(=O)c2ccccc2OCc2c(C)noc2C)cc1	97.6	3.4	3.5
CSc1ccccc1C(=O)OCC(=O)Nc1c(C)n(C)n(-c2ccccc2)c1=O	100.2	4.9	1.2
COc1ccc(NC(=O)C2CC(=O)N(c3ccccc3F)C2)cc1S(=O)(=O)N1CCCCC1 (stereo unspecified)	103.0	-1.5	1.9
Cc1c(C)c2cc(Cl)c(OCC(=O)NCCCN3CCCC3=O)cc2oc1=O	103.8	-14.9	1.9
CCN(CC)C(=O)C(C)N1c2cccc3cccc(c23)S1(=O)=O (stereo unspecified)	98.7	4.7	1.9
Cc1noc(C)c1COc1ccccc1C(=O)N1CCN(S(=O)(=O)c2ccc(C(C)C)cc2)CC1	101.5	0.6	4.5
CCOc1cc(/C=N/NC(=O)c2c(C)nc3ccc(Cl)cn23)ccc1O	107.5	-6.7	2.9
COc1cccc(CNC(=O)[C@H](C)NC(=O)N2CC(=O)Nc3ccccc32)c1	100.3	3.9	1.7
Cc1cccc(S(=O)(=O)N(C)C[C@@H]2OCc3cnnn3CCCC(=O)N([C@@H](C)CO)C[C@@H]2C)c1	106.0	6.2	2.3
COc1ccc(OC)c(NCCN2C(=O)c3ccccc3C2=O)c1	103.9	7.5	2.5
O=C(c1ccccc1)N(CCCl)C(=O)N(CCCl)C(=O)c1ccccc1	99.6	0.2	2.3
O=C1c2ccccc2S(=O)(=O)c2cc(-c3nn[nH]n3)ccc21	104.5	-3.9	2.5
CC(=O)Nc1ccc(C=C(C#N)c2ccc(C)cc2)cc1	97.0	11.9	3.0
CCc1cccc(NC(=O)c2cc(S(=O)(=O)N3CCCCC3)ccc2N2CCOCC2)c1	104.7	-4.3	2.1
C=CCCC(=O)N1C[C@H]2CON(C)[C@H]2C[C@H]1c1ccc(Br)cc1	96.5	-7.5	-0.4
C[C@H](NC(=O)c1ncn2c1c(=O)[nH]c1ccc(Br)cc12)c1ccccc1	101.2	0.3	-0.1
C[C@@H]1CN([C@H](C)CO)C(=O)CCCn2nncc2CO[C@@H]1CN(C)S(=O)(=O)c1ccc(-n2cccn2)cc1	99.0	6.2	3.5
O=C(COc1ccc(Br)cc1)OCC(=O)c1ccc[nH]1	97.7	-8.3	0.7
COc1ccc(CN2C(=O)C(CC(=O)NCc3cccc4ccccc34)CC(C(=O)N(C)C)=C2C)cc1 (stereo unspecified)	108.3	6.4	1.2
CC(Sc1nc(-c2ccccc2)c(-c2ccccc2)[nH]1)C(=O)NCC1CCCO1 (stereo unspecified)	100.1	-4.7	0.9
Cc1ccc(C(=O)NC(C)C(c2cccs2)N2CCOCC2)cc1C (stereo unspecified)	92.7	-3.1	2.1
O=C(O)c1ccc(NC(=O)C2CCN(S(=O)(=O)c3ccc4c(c3)OCCO4)CC2)cc1	106.1	3.5	3.8
COCCCN1C(=O)C(CC(=O)NCc2ccco2)CC(C(=O)N(C)C)=C1C (stereo unspecified)	101.7	-12.6	-0.4
CC(=O)c1cccc(NC(=O)C2CCCN2S(=O)(=O)c2ccccc2C(F)(F)F)c1 (stereo unspecified)	69.4*	7.4	0.2
CCc1ccc(/C=C2/SC(=S)N(CCCC(=O)Nc3cccc(C(=O)O)c3)C2=O)cc1	97.8	10.7	1.2
COC(=O)c1ccc(CNC(=O)CN2C(=O)NC(Cc3ccccc3)(c3ccccc3)C2=O)cc1 (stereo unspecified)	98.4	5.3	5.0
CC(C)CC1C(=O)N(Cc2cn(CCC3OCCO3)nn2)CCS(=O)(=O)N1Cc1ccc(-c2cccc(N(C)C)c2)cc1 (stereo unspecified)	104.1	-2.3	-0.4
Cc1cccc(CC(=O)NCCS(=O)(=O)N2CCN(c3ccccc3)CC2)c1	98.4	-11.8	4.3
CN(C)CCN(C)C1CN(Cc2ccc([N+](=O)[O-])cc2)S(=O)(=O)C1 (stereo unspecified)	106.5	3.7	0.8
O=C(NC1CCOC1=O)OCc1ccccc1 (stereo unspecified)	110.1	-5.0	0.5
C[C@@H]1CN([C@H](C)CO)C(=O)CCCn2nncc2CO[C@@H]1CN(C)C(=O)Nc1ccc(N2CCN(C)CC2)cc1	110.1	-8.6	1.2
COc1ccc(C(C)=NOC(=O)c2c(-c3ccccc3Cl)noc2C)cc1CN1CCOCC1	103.3	-0.3	3.6
CCN(CC(=O)Nc1ccccc1C(F)(F)F)C(=O)c1ccc(NC(=O)c2cccs2)cc1	97.8	1.5	-0.5
O=C(NCc1ccccc1Cl)C1CCN(C(=O)c2ccc(F)cc2)CC1	95.0	-0.5	3.4
COc1cccc(NC(=O)N(C)C[C@H]2Oc3cc(Br)ccc3S(=O)(=O)N([C@H](C)CO)C[C@H]2C)c1	·	-1.0	0.9
O=C(O)c1ccc(C(S(=O)(=O)c2ccccc2)S(=O)(=O)c2ccccc2)cc1	102.7	0.8	3.8
CC(=O)N1C[C@H]2CON(C)[C@H]2C[C@H]1c1ccc(-c2ccccc2)cc1	101.7	0.1	2.3
CCCCN1C[C@H](Cc2ccccc2)[C@@H](CC(=O)Nc2ccc(OC)cc2)C1=O	103.8	-11.1	1.8

Only part of the results is shown, so the mix of outcomes need not match the whole.
